# NLRP3 yeast inh: NALP3 inhibition in yeast; Yeast reconstituted NLRP3/ASC/caspase-1, beta-gal luminescence, 24 h; inhibition, % at 10 µM; 330,000 tested, 0.39% active;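 active = inhibition of 50% or more; inactive = inhibition below 50%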;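 note: plate controls were induced DMSO wells for no effect and uninduced yeast grown without galactose for full effect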
# TIM10 inh: inhibits growth of TIM10 yeast strain; inhibition, % at 10 µM; S. cerevisiae TIM10 strain growth, BacTiter-Glo luminescence, 24 h; 330,000 tested, 1.4% active; AID 463195;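 active = inhibition of 40% or more at the single tested concentration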;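 note: wild-type TIM10 isogenic control strain grown at permissive 25 °C; 0% = DMSO yeast wells and 100% = minimal medium wells without yeast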
# mIAP inh: mouse IAP inhibition; inhibition, % at 10 µM; 330,000 tested, 0.2% active; purified mouse IAP, CDP-Star luminescence, 30 min;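 active = inhibition of at least 40% at 10 µM in the primary screen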;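 note: plate controls were DMSO with enzyme for no effect and no enzyme wells for full effect; values of inactives mirror those of a sister screen read the other way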
# APOBEC3G inh: inhibitors of human APOBEC3G DNA deaminase | Q9HC16 | recombinant A3G, ssDNA deamination FAM/TAMRA fluorescence | inhibition, % at 20 µM | 330,000 tested, 0.28% active;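 active = inhibition of at least 40% at 20 µM, with no more than 30% in the related APOBEC3A deaminase screen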;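 note: plate controls were DMSO wells with A3G for no effect and wells lacking A3G enzyme for full effect; some compounds called inactive have numbers as strong as hits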
# Target sequence (Q9HC16 whole entry, looked up): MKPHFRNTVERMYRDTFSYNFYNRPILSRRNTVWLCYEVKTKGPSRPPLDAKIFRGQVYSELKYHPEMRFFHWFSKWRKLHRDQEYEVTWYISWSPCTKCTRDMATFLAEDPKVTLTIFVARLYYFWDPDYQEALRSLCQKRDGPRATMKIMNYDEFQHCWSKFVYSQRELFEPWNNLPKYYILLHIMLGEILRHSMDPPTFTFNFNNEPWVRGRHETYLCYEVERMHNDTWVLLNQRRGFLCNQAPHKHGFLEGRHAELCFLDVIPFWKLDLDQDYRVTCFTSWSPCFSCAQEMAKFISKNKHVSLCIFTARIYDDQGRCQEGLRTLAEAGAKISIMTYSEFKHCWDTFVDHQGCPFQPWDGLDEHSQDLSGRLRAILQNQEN
# hIAP block: human IAP inhibition. purified IAP, CDP-Star luminescence, 30 min. P09923. 330,000 tested, 0.12% active. AID 2544. inhibition, % at 10 µM;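 active = inhibition reaching a set limit with compound at 10 µM in the primary screen, cut at about 35% in these data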;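 note: plate controls were DMSO wells with enzyme for no effect and no-enzyme buffer wells for full effect; values of inactives mirror those of a sister screen read the other way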
# Target sequence (P09923 whole entry, looked up): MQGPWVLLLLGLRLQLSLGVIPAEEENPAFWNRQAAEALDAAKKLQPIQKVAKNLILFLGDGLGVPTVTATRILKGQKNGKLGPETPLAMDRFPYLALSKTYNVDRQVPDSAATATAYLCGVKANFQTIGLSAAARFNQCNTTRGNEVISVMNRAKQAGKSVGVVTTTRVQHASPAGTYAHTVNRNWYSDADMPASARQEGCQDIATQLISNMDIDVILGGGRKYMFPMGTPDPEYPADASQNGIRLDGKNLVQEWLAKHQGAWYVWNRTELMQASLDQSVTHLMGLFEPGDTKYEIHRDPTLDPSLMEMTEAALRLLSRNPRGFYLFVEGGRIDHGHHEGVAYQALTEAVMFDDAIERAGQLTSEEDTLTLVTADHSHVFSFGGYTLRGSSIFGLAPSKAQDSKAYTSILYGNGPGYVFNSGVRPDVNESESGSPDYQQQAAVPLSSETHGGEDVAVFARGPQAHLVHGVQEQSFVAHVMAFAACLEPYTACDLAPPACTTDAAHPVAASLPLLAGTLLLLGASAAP
# mIAP act: mouse IAP activation; muIAP, CDP-Star luminescence, 30 min; hits give high values; 1 = vehicle-only enzyme signal, 0 = enzyme-free wells; activation factor at 10 µM; 330,000 tested, 0.24% active;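 active = activation factor of at least 2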; note: the source names both 10 and 20 µM as test concentration; values of inactives mirror those of a sister screen read the other way
#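 Assay system: mouse IAP enzyme / Compound: DMSO-dissolved test compounds / Timing: 30 min, room temperature / Measured by: luminescence from enzymatic CDP-Star hydrolysis / Control set: DMSO-only wells, enzyme-free buffer wells as negative control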
# tim10-1 inh: tim10-1 yeast growth inhibition; S. cerevisiae tim10-1 ts strain growth, BacTiter-Glo, 24 h; inhibition, % at 20 µM; 330,000 tested, 2.2% active; AID 463190;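 active = inhibition of at least 40%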;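 note: mutant grown at 25 °C; 0% = DMSO wells with yeast and 100% = wells holding no yeast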
# A3A deaminase: human APOBEC3A DNA deaminase inhibition; P31941; recombinant A3A, FAM/TAMRA ssDNA deamination fluorescence; inhibition, % at 20 µM; 330,000 tested, 0.41% active;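 active = at least 40% inhibition at 20 µM here, with at most 30% in a related deaminase screen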;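 note: plate controls were A3A with DMSO for no effect and wells lacking A3A enzyme for full effect; some results filed as inactive read as strong as hits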
# MIN6 prolif: inducers of beta-cell replication in MIN6 cells; MIN6 cells proliferation, ATPlite luminescence, 48 h; cells starved in 0.2% serum; 100% = growth in 10% serum; proliferation, % at 10 µM; 330,000 tested, 0.29% active; AID 2380;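 active = compounds whose signal lies at least 3.5 SD above the mean of all wells on their plate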;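 note: 0% = DMSO-treated cells in low-serum medium and 100% = 10% serum control; some compounds called inactive have numbers as strong as hits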
# * marks the source's active call; other numbers are inactive results; & = joins results of further samples.
SMILES,NLRP3 yeast inh,TIM10 inh,mIAP inh,APOBEC3G inh,hIAP block,mIAP act,tim10-1 inh,A3A deaminase,MIN6 prolif
COc1ccc(C(=O)N/N=C/C(Br)=C/c2ccccc2)cc1,21.0,0.4,9.7,-4.4,10.0,0.903,-28.3,-0.4,0.0
O=C(c1ccc(S(=O)(=O)N2CCCC2)cc1)N(Cc1ccco1)C1CCS(=O)(=O)C1 (stereo not drawn),-15.9,-17.7,-0.9,-3.8,16.9,1.01,9.1,0.2,2.3
Cc1ccc(-c2nc(NC(=O)CSc3nnc(C)s3)ns2)cc1,16.5,7.9,15.2,-6.0,-0.3,0.848,14.8,-4.3,2.3
Cc1cccc(C)c1NC(=O)CS(=O)CC(=O)NC1CCN(Cc2ccccc2)CC1 (stereo not drawn),8.6,-22.4,-1.6,-4.5,6.6,1.02,20.0,-1.9,-2.7
Cc1cc(Nc2cccc(Cl)c2C)n2ncnc2n1,6.3,-0.2,12.9,-6.2,-0.5,0.871,2.6,-1.3,-1.5
CSc1ccc(C(=O)N2CCC(n3nccc3NC(=O)C3CC3)CC2)cc1,-1.6,1.7,-0.7,-4.5,-13.2,1.01,-8.6,-0.2,0.6
COc1cc(NC(C)CCCN)c2ncccc2c1Oc1ccccc1 (stereo not drawn),3.6,8.7,5.8,0.0,7.1,0.942,18.7,-2.4,0.0
COc1ccc(Cn2c(=O)oc3ccccc32)cc1F,24.9,8.6,0.1,-7.6,-5.1,0.999,-5.0,-3.4,-1.7
CN(C(=O)Cn1cc(C(F)(F)F)ccc1=O)c1c(N)n(Cc2ccccc2)c(=O)[nH]c1=O,-0.9,-4.0,-4.0,-4.4,-0.9,1.04,9.5,1.5,-0.4
O=C(CCN1C(=O)CSc2ccccc21)Nc1cccc(C(F)(F)F)c1,13.8,2.9,-12.6,-7.8,8.7,1.13,11.9,-3.8,-1.8
CC(SCc1ccccc1)C(=O)Nc1ccccc1F (stereo not drawn),27.8,2.3,0.4,-1.9,20.9,0.996,-6.6,-2.1,-2.3
O=C(Nc1ccc(Cl)cc1)N1CCC(c2nc(-c3cccs3)no2)CC1,28.9,-19.1,-5.6,-3.5,-3.0,1.06,32.0,1.8,-0.1
COc1ccc(S(=O)(=O)NCC(c2ccc3c(c2)OCO3)N2CCOCC2)cc1 (stereo not drawn),15.3,1.8,-9.7,3.9,-2.6,1.1,13.1,0.8,-3.0
COc1ccc(CNc2cc(C)nc3ccc(OC)cc23)cc1,16.4,11.6,-5.9,-8.5,19.1,1.06,1.3,5.6,-6.6
Cc1ccc(Cl)cc1N1CCN(C(=O)Cc2csc(Nc3nc(=S)[nH]c4ccccc34)n2)CC1,-8.8,17.6,11.6,-5.7,-13.5,0.884,33.5,1.0,-5.9
COc1cccc(-c2nc(N3CCCC3)c3ccccc3n2)c1O,4.9,6.6,11.7,2.7,-8.7,0.883,14.8,3.1,0.0
Clc1ccccc1-c1nn2c(Cn3cnc4ccccc43)nnc2s1,-5.4,-7.9,5.5,28.3,-5.8,0.945,-17.7,6.2,-3.2
Cc1ccc(C)c(OCC(=O)NNC(=O)CSC(=S)N2CCCC2)c1,1.1,-8.1,7.5,0.5,-71.1,0.925,-5.0,-2.0,0.2
O=C(NCc1ccco1)c1c(F)c(F)c(F)c(C(=O)NCc2ccco2)c1F,9.3,12.0,-6.6,-5.5,1.5,1.07,6.4,-1.3,-3.4
CC1CN(C(=O)N2c3ccccc3Sc3ccccc32)CC(C)O1 (stereo not drawn),-19.8,13.3,4.8,-1.4,-3.3,0.952,25.6,-2.2,-0.3

# Taken from above:
# Value of COc1ccc(C(=O)N/N=C/C(Br)=C/c2ccccc2)cc1 in A3A deaminase: -0.4
# Value of Clc1ccccc1-c1nn2c(Cn3cnc4ccccc43)nnc2s1 in A3A deaminase: 6.2
# Value of CC1CN(C(=O)N2c3ccccc3Sc3ccccc32)CC(C)O1 (stereo not drawn) in mIAP inh: 4.8
# Value of COc1cccc(-c2nc(N3CCCC3)c3ccccc3n2)c1O in APOBEC3G inh: 2.7

# The main list resumes, repeating the 2 entries before the break.
SMILES,NLRP3 yeast inh,TIM10 inh,mIAP inh,APOBEC3G inh,hIAP block,mIAP act,tim10-1 inh,A3A deaminase,MIN6 prolif
O=C(NCc1ccco1)c1c(F)c(F)c(F)c(C(=O)NCc2ccco2)c1F,9.3,12.0,-6.6,-5.5,1.5,1.07,6.4,-1.3,-3.4
CC1CN(C(=O)N2c3ccccc3Sc3ccccc32)CC(C)O1 (stereo not drawn),-19.8,13.3,4.8,-1.4,-3.3,0.952,25.6,-2.2,-0.3
Cc1cc(C(=O)CC#N)c(C)n1CC(F)(F)F,14.4,-1.6,9.5,-5.3,-12.5,0.905,13.7,-4.5,1.7
Cc1ccc(NC(=O)c2cc(S(=O)(=O)N(C)C)ccc2N2CCCC2)cc1S(=O)(=O)N(C)C,8.5,2.5,1.8,-7.4,-3.5,0.982,-2.3,3.0,-2.0
Cc1nn(CC#N)c(=O)n1-c1ccc(Cl)cc1,6.8,-11.0,-3.3,-8.1,2.9,1.03,-1.6,-2.4,-0.3
N#CCC(=O)Nc1ccc(C(=O)Nc2cccc(S(N)(=O)=O)c2)cc1,0.6,9.3,5.6,-5.4,8.4,0.944,-3.8,-2.1,0.5
Cc1ccc(S(=O)(=O)N2CCN(S(=O)(=O)N3CCCCCC3)CC2)cc1,5.2,-10.6,-4.6,-7.5,1.6,1.05,2.7,-1.6,-1.7
C=CCn1c(NCc2ccc(OC)cc2O)nc2ccccc21,14.5,-7.6,-5.3,-4.1,-26.3,1.05,7.2,-1.4,-1.4
CCOC(=O)C1CCCN(C2CC(=O)N(c3cccc(C(F)(F)F)c3)C2=O)C1 (stereo not drawn),3.7,30.8,3.9,-2.6,-0.2,0.961,56.2*,-1.5,1.5
C/C(=N\NC(=O)CNC(=O)c1ccco1)c1ccc(Br)cc1,5.2,18.8,-0.3,6.9,-10.6,1,22.9,-4.2,-3.1
CCn1cc(C2=NOC(C(=O)Nc3c(C)nn(Cc4ccc(F)cc4)c3C)C2)c(C)n1 (stereo not drawn),10.8,1.3,1.3,8.7,-16.6,0.987,14.3,0.8,-1.6
Cc1ccc(S(=O)(=O)N2CCCCC2)cc1C(=O)NCCN1CCOCC1,-9.6,6.6,-4.3,-2.8,4.7,1.04,8.4,-4.7,2.1
O=C(NCc1ccc2c(c1)OCO2)c1cc(=O)[nH]c2ccccc12,3.8,-6.5,-2.7,-4.4,-0.8,1.03,1.7,-0.2,-0.5
O=C1CC(c2ccc(F)cc2)Cc2nc(NCC3CCCO3)ncc21 (stereo not drawn),8.4,15.0,-6.5,-4.8,-2.5,1.06,24.4,-1.9,0.2
NC(=O)c1cc([N+](=O)[O-])ccc1NCCc1ccccc1,28.4,-10.1,9.0,-9.9,4.3,0.91,6.1,-7.0,0.4
CC1(C(=O)O)Cc2ccccc2C(=O)O1 (stereo not drawn),5.7,0.8,7.9,-5.1,15.6,0.921,12.9,3.4,-1.9
CCCNc1nc2c(c(=O)[nH]c(=O)n2C)n1Cc1ccc(F)cc1,5.1,5.6,-7.0,-6.5,5.7,1.07,1.7,-4.7,4.0
CCOC(=O)c1cc2c(nc1C)-c1cc(Cl)cc(Cl)c1OC2O (stereo not drawn),-13.4,22.8,11.6,-7.8,-4.5,0.884,22.4,-2.3,2.0
CC(=O)N/C(=C\c1ccccc1)C(=O)OC(C)C(=O)Nc1ccccc1F (stereo not drawn),15.7,-5.9,-15.9,-6.3,-3.3,1.16,-1.0,-1.5,-4.8
Cc1cc(N=Nc2ccc3ccccc3c2)ccc1O,38.8,74.2*,24.8,-5.1,27.7,0.752,57.7*,-5.1,-4.8
C=C(C)CN(CC)C(=O)CSc1nc(O)cc(=O)n1C1CCCC1,18.9,0.3,-0.5,-7.5,-0.2,1,1.5,-0.7,-0.8
COC(=O)C1=NN(c2ccccc2)C2(S1)S/C(=C\c1ccccc1)C(=O)N2c1ccccc1 (stereo not drawn),7.4,8.9,5.4,-0.7,10.6,0.946,24.5,1.4,-2.1
Cc1ccc2c(c1)N=C(c1ccc(F)cc1)CO2,17.5,7.8,6.8,-12.7,2.2,0.932,8.4,-4.4,-1.3
CCCCCCCCC/C(=N\O)c1ccccn1,46.2,71.5*,25.8,0.7,-44.6,0.742,48.0*,-0.2,-2.1
O=C(NCCc1ccccc1F)C(=O)Nc1nccs1,6.1,-10.5,-3.5,0.1,13.1,1.03,14.1,-0.3,-2.0
Cc1ccc(/C=C/C(=O)NCc2ccco2)o1,14.4,6.6,3.3,14.0,11.7,0.967,14.9,11.6,3.5
Cc1ccc(NC(=O)Nc2cccc(C)n2)cc1,41.7,-5.9,-11.1,-7.6,-4.3,1.11,-3.6,-0.9,-2.9
Cc1ccc(CNC(=O)NCc2ccccc2)cc1,-5.6,8.5,0.0,-5.4,-9.6,1,11.0,-1.6,-2.0
COc1ccccc1Oc1ccc2c(c1)C(=O)N(CC(=O)O)C2=O,-4.9,-7.6,-6.7,-5.0,-4.5,1.07,16.5,-4.9,-2.5
O=C1CC(c2cccc([N+](=O)[O-])c2)c2ccc3ccccc3c2N1 (stereo not drawn),25.7,36.1,14.7,-5.2,21.8,0.853,25.8,-0.6,-2.1
COc1ccc(S(=O)(=O)N2CCC(N3CCN(c4ccccc4)CC3)CC2)cc1,29.8,-11.5,7.8,-6.8,-12.8,0.922,4.0,-2.3,2.5
O=C(CSc1nccc(-c2cccs2)n1)Nc1ccc(F)c(Cl)c1,39.6,8.9,4.2,7.4,12.4,0.958,29.5,3.3,-3.0
Cc1ccc(C(=O)COC(=O)CCN2C(=O)C3C4CC(C(Br)C4Br)C3C2=O)cc1 (stereo not drawn),-2.1,6.1,4.4,-4.1,4.4,0.956,7.9,-1.6,0.0
O=C(CSc1n[nH]c(=O)[nH]c1=O)Nc1ccc(C(=O)O)cc1,18.6,12.3,2.1,-7.4,-15.2,0.979,-10.8,0.4,-2.0
CC(Sc1ccc2ccccc2n1)C(=O)O (stereo not drawn),1.4,5.3,0.9,-2.5&-8.7,-0.6,1.03,19.2,1.1&-3.9,-1.9
Cc1ccc(NC(=O)c2cc(-c3ccco3)on2)cc1C,30.3,13.1,4.5,-5.1,3.1,0.955,2.0,1.2,-1.4
CC1Cc2cc(/C(O)=C3/C(=O)C(=O)N(CCN4CCOCC4)C3c3cccc(O)c3)ccc2O1 (stereo not drawn),-3.5,-7.3,-1.9,-0.1,-13.3,1.02,0.5,-0.3,1.6
CC1=Nc2ccccc2/C1=C/c1sc(=O)n(CC(=O)N2CCCC2)c1O,2.6,18.3,-0.1,-2.4,-28.4,1,21.4,-3.6,-1.1
O=C(Nc1cccc(Cl)c1Cl)c1ccncc1,9.2,18.2,-4.0,-8.3,-27.2,1.04,18.4,-3.7,-3.0
O=S(=O)(c1ccc2[nH]ccc2c1)N1CCCCCC1,-25.0,17.6,-4.4,-5.4,-2.5,1.04,43.9*,-5.8,0.6
COc1ccc(/C(O)=C2\C(=O)C(=O)N(Cc3ccco3)C2c2cc(OC)ccc2OC)cc1 (stereo not drawn),6.8,8.0,2.3,30.9,8.5,0.977,10.0,-4.7,0.2
COc1ccc(N2C(=O)c3ccccc3C2=O)cc1,-0.5,14.0,16.1,0.7,-14.9,0.839,0.7,4.1,-2.8
CCOc1ccc(-c2nnc(SCc3nnc(-c4ccccc4)o3)n2-c2ccccc2F)cc1,15.2,10.8,1.3,0.6,-30.0,0.987,35.2,4.2,-3.0
CCC(=O)c1c[nH]c(C(=O)N2CCOCC2)c1,3.1,13.2,-1.0,-3.0,-1.3,1.01,-4.5,0.2,1.6
